MITF act: increases MITF-driven TRPM1 promoter luciferase signal; SK-MEL-5 TRPM1-promoter luciferase, 24 h; % of positive control, neutral wells = 0; activation, % at 12.5 µM; 300,000 tested, 0.75% active;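 active = mean activation of at least 80% with every replicate also reaching 80%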;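 note: 0% = neutral control wells and 100% = parthenolide positive control wells; values of inactives mirror those of a sister screen read the other way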
HTR5A ag ctr: counter-screen for OPRM1-OPRD1 agonists: human HTR5A agonism; 340,000 tested, 0.61% active; P47898; HTR5A agonist assay, luminescence, cell-based; activation, % at 9.3 µM; in the data active = activation mostly above about 9.5%, no sharp cut-off; inactive = mostly below about 7.6%;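 note: 0% = cells with vehicle only and 100% = reference agonist; strong numbers were not always called active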
Target sequence (P47898 whole entry, looked up): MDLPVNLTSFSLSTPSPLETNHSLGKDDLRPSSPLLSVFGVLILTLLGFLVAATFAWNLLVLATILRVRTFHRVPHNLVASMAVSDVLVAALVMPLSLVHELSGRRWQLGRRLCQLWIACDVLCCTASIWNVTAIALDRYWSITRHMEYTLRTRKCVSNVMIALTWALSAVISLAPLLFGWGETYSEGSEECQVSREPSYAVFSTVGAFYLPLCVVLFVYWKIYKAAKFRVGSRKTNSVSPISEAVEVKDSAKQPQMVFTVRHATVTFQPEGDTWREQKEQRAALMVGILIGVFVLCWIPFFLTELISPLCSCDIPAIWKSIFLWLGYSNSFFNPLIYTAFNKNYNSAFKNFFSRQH
dFosB act: mouse delta FosB homodimer activation | AID 493131 | activation, % at 25 µM | 340,000 tested, 0.99% active | purified delta FosB, TAMRA-CDK5 oligo fluorescence polarization; percent of positive-control signal above neutral wells;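 active = mean activation above about 17%, with every replicate also reaching it, limit read from the data, passing the limit was not always enough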;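 note: fluorescence polarization rise as delta FosB binds a TAMRA Cdk5 AP-1 oligo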
Target sequence (P13346 whole entry, looked up): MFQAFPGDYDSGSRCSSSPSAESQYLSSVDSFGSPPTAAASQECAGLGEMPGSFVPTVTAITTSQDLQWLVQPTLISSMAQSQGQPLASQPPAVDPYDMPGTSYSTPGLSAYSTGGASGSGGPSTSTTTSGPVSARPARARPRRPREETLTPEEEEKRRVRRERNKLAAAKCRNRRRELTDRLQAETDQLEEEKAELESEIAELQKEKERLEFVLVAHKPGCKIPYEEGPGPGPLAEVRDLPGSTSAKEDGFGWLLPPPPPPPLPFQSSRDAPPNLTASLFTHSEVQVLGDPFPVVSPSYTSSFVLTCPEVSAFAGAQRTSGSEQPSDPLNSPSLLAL
Wnt act: activates Wnt/beta-catenin signaling in a reporter cell assay. activator, plate reader. activation, % at 9.35 µM. 300,000 tested, 1.2% active. AID 743398; in the data active = activation above about 30%, passing the limit was not always enough;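 note: 0% = neutral control wells and 100% = positive control wells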
cardiac RTF act: cardiac RTF calcium sensitization; IANBD-labeled TnC RTF fluorescence at EC20 calcium; 0% EC20 calcium, 100% full calcium; activation, % at 7.2 µM; 340,000 tested, 0.24% active; AID 493008;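 active = activation above the mean over all tested compounds plus 3 SD, cut at about 30% in these data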;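 note: rise in fluorescence read as greater calcium sensitivity of cardiac thin filaments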
PvdQ inh: P. aeruginosa PvdQ acylase inhibition. 340,000 tested, 0.063% active. purified PvdQ acylase, fluorescence plate reader. inhibition, % at 10 µM; in the data active = inhibition above about 30%, passing the limit was not always enough;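 note: 0% = vehicle neutral wells and 100% = reference inhibitor wells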
CDK5 inh: CDK5/p35 (human) kinase inhibition; inhibition, % at 10 µM; Recombinant CDK5/p35, ADP-Glo luminescence, 60 min; 330,000 tested, 0.01% active; Q00535+Q15078; AID 488839;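 active = highest replicate inhibition of at least 50% and at least 75% of replicates reaching 50%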;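 note: plate controls were DMSO neutral control for no effect and GW8510 at 10 µM for full effect; many of its hits are not listed in these tables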
SR-BI HDL uptake: inhibitors of mouse SR-BI mediated HDL lipid uptake; Q61009; AID 488896; inhibition, % at 12.5 µM; 320,000 tested, 0.96% active; ldlA[mSR-BI] CHO cells, DiI-HDL uptake fluorescence, 3 h;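 active = mean replicate inhibition of at least 70% and a set share of replicates each scoring 70 or more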;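 note: 0% = median of neutral control wells and 100% = median of positive control wells; values of inactives mirror those of a sister screen read the other way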
SR-BI uptake up: activators of SR-BI mediated HDL lipid uptake | activation, % at 12.5 µM | CHO ldlA[mSR-BI] cells, DiI-HDL uptake fluorescence, 3 h; 100 = double the neutral-control signal | 320,000 tested, 0.096% active;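 active = mean replicate activation of at least 60% and every replicate at or above 60%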;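 note: 0% = median plate neutral-control signal and 100% = twice that signal; values of inactives mirror those of a sister screen read the other way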
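System: CHO ldlA[mSR-BI] cells / Medium: HEPES-buffered (25 mM, pH 7.4) F12 plus 0.5% BSA / Probe or stimulus: labelled HDL, 10 µg/mL / Doses: single compound concentration, delivered by pin transfer / Schedule: 3 h, 37 °C / Measured by: DiI fluorescence, bottom read / Measure: cell-associated DiI fluorescence as measure of HDL uptake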
Rtt109 HAT inh: blocks Candida albicans Rtt109/Vps75 acetyltransferase activity; 330,000 tested, 0.16% active; inhibition, % at 34.9 µM; purified Rtt109/Vps75, ThioGlo CoA-SH fluorescence, 4 h; Q5AAJ8;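 active = inhibition of at least 50% in every replicate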
Target sequence (Q5AAJ8 whole entry, looked up): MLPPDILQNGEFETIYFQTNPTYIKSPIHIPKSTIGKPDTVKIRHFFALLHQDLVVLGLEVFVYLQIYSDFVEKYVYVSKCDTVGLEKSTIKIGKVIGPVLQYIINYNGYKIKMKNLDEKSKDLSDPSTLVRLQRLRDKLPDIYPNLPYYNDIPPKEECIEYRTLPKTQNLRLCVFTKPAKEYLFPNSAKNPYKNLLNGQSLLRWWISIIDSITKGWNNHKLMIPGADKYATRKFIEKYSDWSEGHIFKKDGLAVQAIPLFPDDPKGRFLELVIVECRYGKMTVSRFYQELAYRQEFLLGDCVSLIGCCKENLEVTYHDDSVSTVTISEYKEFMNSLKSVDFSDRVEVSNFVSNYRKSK
* marks the source's active call; other numbers are inactive results; · = no result given.

The first three compounds, ahead of the listing:
SMILES | MITF act | HTR5A ag ctr | dFosB act | Wnt act | cardiac RTF act | PvdQ inh | CDK5 inh | SR-BI HDL uptake | SR-BI uptake up | Rtt109 HAT inh
CC(=O)c1cccc(NC(=O)c2cc(C)nn2-c2ccccc2)c1 | 6 | 1 | -10 | 4 | 8 | -15 | -1.1 | -19 | 19 | 0
N#CC1=C(N)Oc2n[nH]c(-c3cccs3)c2C1C1C=CCCC1 (stereo unspecified) | -10 | 4 | -4 | · | -4 | -12 | -1.9 | · | · | 8
C/C(=N\NC(=O)CNc1cccc(C(F)(F)F)c1)c1cccc(Br)c1 | 12 | 8 | -3 | · | -4 | -7 | -0.9 | 58 | -58 | -4

The list itself, repeating the preview:
SMILES | MITF act | HTR5A ag ctr | dFosB act | Wnt act | cardiac RTF act | PvdQ inh | CDK5 inh | SR-BI HDL uptake | SR-BI uptake up | Rtt109 HAT inh
CC(=O)c1cccc(NC(=O)c2cc(C)nn2-c2ccccc2)c1 | 6 | 1 | -10 | 4 | 8 | -15 | -1.1 | -19 | 19 | 0
N#CC1=C(N)Oc2n[nH]c(-c3cccs3)c2C1C1C=CCCC1 (stereo unspecified) | -10 | 4 | -4 | · | -4 | -12 | -1.9 | · | · | 8
C/C(=N\NC(=O)CNc1cccc(C(F)(F)F)c1)c1cccc(Br)c1 | 12 | 8 | -3 | · | -4 | -7 | -0.9 | 58 | -58 | -4
CC(C)OP(=O)(OC(C)C)C1(NS(=O)(=O)c2ccc(Cl)cc2)C=C(Cl)C(=O)C(Cl)=C1 | -5 | -2 | 0 | -1 | 1 | -10 | 1.5 | 10 | -10 | -3
CC(=O)Nc1ccc(Nc2nc3ccccc3nc2NS(=O)(=O)c2ccc(Cl)c([N+](=O)[O-])c2)cc1 | -9 | 1 | -19 | -1 | 1 | -14 | 2.8 | 43 | -43 | 16
CCn1c(=O)cc(SCC(=O)NCCC2=CCCCC2)c2ccccc21 | 2 | -2 | -3 | · | -2 | 0 | 0.6 | 10 | -10 | 11
Cc1ccc(N2CC(C(=O)NCCC3=CCCCC3)CC2=O)cc1 (stereo unspecified) | -6 | 1 | 3 | -4 | -3 | -13 | 0.0 | 0 | 0 | 1
COc1ccc(CC(=O)Nc2cccc(S(=O)(=O)N3CCCC3)c2)cc1OC | -15 | 7 | -7 | -5 | -2 | -16 | 1.9 | 10 | -10 | 1
CC(=O)N1CCN(C(=O)C2(NC(=O)Nc3ccccc3Cl)CCCCC2)CC1 | 11 | 2 | -10 | -1 | -6 | -9 | 1.5 | · | · | 0
S=C1NNC2(CC3CC2C2CCCC32)NN1 (stereo unspecified) | 0 | 0 | -3 | 0 | 1 | 11 | 3.3 | 13 | -13 | -1
O=C(CNC(=O)OCc1ccccc1)NC1(C(=O)O)CCCC1 | 5 | 2 | 0 | -1 | -1 | -11 | 2.8 | 0 | 0 | 2
Cc1ccc(C(=O)Nc2ccc(C)c(S(=O)(=O)N(C)C)c2)s1 | 78 | 6 | -17 | · | 6 | 2 | 1.6 | 64 | -64 | -5
Nc1nccnc1C(=O)OCC(=O)C12CC3CC(CC(C3)C1)C2 | 10 | 10 | 10 | 4 | -5 | -5 | 0.0 | -11 | 11 | -14
O=C(CNC(=O)c1ccc(Cl)cc1)NCC(F)(F)F | 15 | 3 | 0 | · | 4 | -17 | -1.6 | -38 | 38 | -3
O=C(Cn1c(-c2cscn2)nc2ccccc21)Nc1cc(F)ccc1F | 19 | · | -8 | · | -6 | 0 | 0.8 | 10 | -10 | -4
CCCCN(C(=O)COC(=O)c1ccc(C=O)cc1)c1c(N)n(CCC)c(=O)[nH]c1=O | · | 1 | 4 | 3 | -2 | 2 | 0.1 | 12 | -12 | 3
COc1cc(OC)c(C(=O)OCC(=O)Nc2cc(C)on2)cc1OC | -3 | 1 | 4 | 0 | 4 | 2 | 0.5 | -11 | 11 | -1
CC(=O)Nc1ccc(C(=O)COC(=O)CCN2C(=O)C3CC=CCC3C2=O)cc1 (stereo unspecified) | -6 | -6 | -3 | -1 | -3 | -10 | 0.0 | -24 | 24 | -2
CN(CCc1ccccn1)C(=O)CCC1CCCN(C(=O)c2ccsc2)C1 (stereo unspecified) | 2 | 5 | -3 | -2 | -2 | -10 | -6.0 | -38 | 38 | 2
Cc1ccc(C2=NS(=O)(=O)N(C)C(C(=O)NCc3ccc(F)cc3)=C2)cc1 | -5 | -5 | -6 | -1 | 0 | -5 | 0.1 | -10 | 10 | -5
Cc1cccc(-n2nnnc2SCc2csc(-c3ccccc3)n2)c1 | -3 | -3 | -3 | · | -6 | -17 | -1.0 | 6 | -6 | -1
COc1cccc(N2CCN(C(=O)c3ccc(=O)oc3)CC2C)c1 (stereo unspecified) | 0 | 2 | 0 | -1 | -8 | 13 | 2.1 | -7 | 7 | 4
O=C(c1ccco1)N1CCN(C(=O)C2CC(=O)N(c3ccc(Cl)cc3)C2)CC1 (stereo unspecified) | -3 | -3 | 0 | -2 | -5 | -3 | 1.1 | · | · | 4
O=C(NCc1ccncc1)c1cccc(S(=O)(=O)Nc2ccc(SC(F)F)cc2)c1 | 7 | 2 | -7 | -2 | -1 | -7 | -1.2 | 21 | -21 | -5

Fetched by compound from the list above, three records:
SMILES | MITF act | HTR5A ag ctr | dFosB act | Wnt act | cardiac RTF act | PvdQ inh | CDK5 inh | SR-BI HDL uptake | SR-BI uptake up | Rtt109 HAT inh
COc1cc(OC)c(C(=O)OCC(=O)Nc2cc(C)on2)cc1OC | -3 | 1 | 4 | 0 | 4 | 2 | 0.5 | -11 | 11 | -1
O=C(Cn1c(-c2cscn2)nc2ccccc21)Nc1cc(F)ccc1F | 19 | · | -8 | · | -6 | 0 | 0.8 | 10 | -10 | -4
Cc1ccc(C2=NS(=O)(=O)N(C)C(C(=O)NCc3ccc(F)cc3)=C2)cc1 | -5 | -5 | -6 | -1 | 0 | -5 | 0.1 | -10 | 10 | -5

The listing continues:
SMILES | MITF act | HTR5A ag ctr | dFosB act | Wnt act | cardiac RTF act | PvdQ inh | CDK5 inh | SR-BI HDL uptake | SR-BI uptake up | Rtt109 HAT inh
O=C(NNS(=O)(=O)c1ccc([N+](=O)[O-])cc1)c1ccc2ccccc2c1O | -8 | -2 | 0 | 2 | 9 | -11 | -2.0 | -18 | 18 | 8
Cc1nonc1NC(=O)c1ccccc1Br | 0 | 4 | -4 | · | -1 | 5 | -1.3 | -25 | 25 | -3
Cc1ccc(S(=O)(=O)NCc2ccccc2)cc1C(=O)N1CCCC(C(F)(F)F)C1 (stereo unspecified) | -8 | -7 | -7 | 0 | -2 | -18 | -0.7 | -4 | 4 | 4
O=C1Nc2ccc(Br)cc2C1(O)c1ccccc1 (stereo unspecified) | -6 | 0 | -9 | -1 | -2 | -8 | -1.0 | -19 | 19 | -1
Cc1ccc(S(=O)(=O)NNC(=O)c2sc(NS(=O)(=O)c3ccccc3)nc2C)cc1 | 3 | 2 | -7 | 1 | 0 | -6 | -0.1 | -6 | 6 | 2
CCC(=O)N(CC)c1nc(-c2cc(OC)ccc2OC)cs1 | 17 | 3 | -5 | 4 | 1 | -8 | 0.9 | 55 | -55 | -7
C=CCN1C(=O)C2(OCCCO2)c2cc(CCCC)ccc21 | · | -3 | -5 | -1 | -2 | 5 | -1.6 | 5 | -5 | 21
O=C(COc1ccc(Cl)cc1Cl)N1CCCN(C(=O)COc2ccc(Cl)cc2Cl)CC1 | · | 6 | -10 | -4 | 8 | -17 | -1.7 | 85* | -85 | -2
Cc1oc(-c2cc(F)ccc2F)nc1CN1CCCN(C(=O)c2ccco2)CC1 | -17 | -1 | -6 | -11 | 0 | -15 | -1.3 | 24 | -24 | -4
O=C(NCC1CCN(Cc2ccc(F)cc2)CC1)C1CCCN(c2ncnc3c2nc2n3CCCCC2)C1 (stereo unspecified) | -5 | -1 | 3 | -2 | 1 | 0 | 0.3 | -9 | 9 | 18
c1ccc(Nc2ccccc2Nc2ccccn2)nc1 | -4 | 2 | -20 | -1 | 6 | -12 | -3.7 | -11 | 11 | 1
CC(=O)N1CCN2C(=O)C1CCCC(=O)c1cc(C)ccc12 (stereo unspecified) | -1 | -3 | 2 | · | 6 | -17 | -0.2 | · | · | 7

Three entries already listed, arranged by their value in SR-BI uptake up, falling.
| Compound | SR-BI uptake up |
| --- | --- |
| Cc1nonc1NC(=O)c1ccccc1Br | 25 |
| c1ccc(Nc2ccccc2Nc2ccccn2)nc1 | 11 |
| CCC(=O)N(CC)c1nc(-c2cc(OC)ccc2OC)cs1 | -55 |

Following part
SMILES | MITF act | HTR5A ag ctr | dFosB act | Wnt act | cardiac RTF act | PvdQ inh | CDK5 inh | SR-BI HDL uptake | SR-BI uptake up | Rtt109 HAT inh
Cc1ccc(C)c(N2CCN(C(=O)CCC(=O)Nc3nnc(CC(C)C)s3)CC2)c1 | -5 | 2 | 3 | 0 | -5 | -17 | 2.1 | 0 | 0 | -14
Cc1cccc(C)c1-n1nnnc1SCC(=O)N1CCNC1=O | 0 | -5 | -3 | -1 | 13 | -12 | 0.9 | 4 | -4 | 3
O=C(NCCCn1ccnc1)c1cc(Cl)cc(Cl)c1 | 4 | 0 | -4 | -3 | -9 | 5 | 1.9 | -15 | 15 | 0
Cc1cc(C(=O)Nc2ccccc2N2CCCCC2)no1 | -2 | 0 | 0 | 28 | 3 | -18 | -1.2 | 0 | 0 | 3
Cc1ccc2nc(Nc3ccccc3O)nc(-c3ccccc3)c2c1 | 7 | -6 | -4 | -1 | -3 | 0 | 0.8 | 65 | -65 | 0
Nc1c(C(=O)CSc2ncccn2)c(=O)[nH]c(=O)n1C1CC1 | 8 | -6 | -10 | 4 | 0 | -14 | -0.7 | -8 | 8 | 17
CN1CCN(C(=O)C(C(=O)c2ccc(F)cc2)n2ccccc2=O)CC1 (stereo unspecified) | 7 | -1 | -9 | · | -4 | -6 | · | -20 | 20 | -2
Cc1c(Cl)cnc(NC(=O)COC(=O)c2ccc3c(c2)OCO3)c1Cl | 0 | -1 | -6 | 0 | -1 | -12 | -0.6 | -38 | 38 | 0
COc1ccc2c(c1)c1ncn(CCN3CCNCC3)c(=O)c1n2C | 13 | 0 | -1 | -1 | -2 | -5 | -1.2 | 5 | -5 | -5
COc1cc(NCc2ccccc2O)c2ncccc2c1 | -5 | 3 | -4 | -1 | 11 | -18 | -0.6 | 24 | -24 | 1
Cc1c(/C=N/NC(=O)CNc2ccccc2)c2ccccn2c1C(=O)c1ccc(Cl)cc1 | -2 | 3 | 7 | -9 | -3 | 9 | 0.2 | 45 | -45 | 20
CSc1ccc(CN(C)C(=O)CSCC(=O)Nc2ccc(C)cc2)cc1 | 0 | 3 | -4 | 0 | -6 | -4 | 0.0 | 1 | -1 | 3
CCCCc1ccc(NC(=O)c2ccc(NS(C)(=O)=O)cc2)cc1 | 11 | -3 | 5 | -2 | -1 | -13 | 0.4 | 22 | -22 | -8
Clc1cccc(Cl)c1OCCOCCNCc1ccccc1 | · | -1 | -6 | -7 | -2 | -15 | -4.5 | -10 | 10 | 2
C=CCn1c(N2CCN(c3ccc(OC)cc3)CC2)nc2c1c(=O)n(C)c(=O)n2C | -7 | 0 | -10 | 0 | 3 | -9 | -4.8 | -1 | 1 | -5

Assay outcomes as filed in PubChem.
